hIAP block = blocks human intestinal alkaline phosphatase; P09923; purified IAP, CDP-Star luminescence, 30 min; inhibition, % at 10 µM; 330,000 compounds, 0.12% hits;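 active means inhibition reaching a set limit with compound at 10 µM in the primary screen, cut at about 35% in these data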;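 further: plate controls were DMSO wells with enzyme for no effect and no-enzyme buffer wells for full effect; values of inactives mirror those of a sister screen read the other way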
Target sequence (P09923 whole entry, looked up): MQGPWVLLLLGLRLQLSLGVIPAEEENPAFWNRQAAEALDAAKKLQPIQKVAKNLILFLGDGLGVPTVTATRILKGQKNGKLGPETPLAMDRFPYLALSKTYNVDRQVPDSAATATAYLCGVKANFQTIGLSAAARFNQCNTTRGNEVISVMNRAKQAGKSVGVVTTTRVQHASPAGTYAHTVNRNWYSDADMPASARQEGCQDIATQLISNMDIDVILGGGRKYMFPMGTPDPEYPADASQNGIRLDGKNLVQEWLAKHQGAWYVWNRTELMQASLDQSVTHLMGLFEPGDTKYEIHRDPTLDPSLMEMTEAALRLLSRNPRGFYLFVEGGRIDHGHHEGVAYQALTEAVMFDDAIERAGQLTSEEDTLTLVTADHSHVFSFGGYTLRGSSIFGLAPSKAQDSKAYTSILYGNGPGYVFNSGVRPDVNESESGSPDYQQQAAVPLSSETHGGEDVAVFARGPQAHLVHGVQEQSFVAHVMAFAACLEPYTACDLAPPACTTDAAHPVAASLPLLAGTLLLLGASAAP
Apaf1 inhib = inhibitors of human Apaf-1 apoptosome. inhibition, % at 20 µM. O14727. AID 489030. reconstituted apoptosome caspase-3 activity, DEVD-Rh110 fluorescence. 330,000 compounds, 0.71% hits; active means inhibition of at least 40% at 20 µM;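 further: plate controls were DMSO wells for no effect and DEVD-CHO caspase inhibitor wells for full effect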
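Medium: Hepes buffer, pH 7.5 / System: biochemical Apaf-1 apoptosome reconstitution / Measured by: Rh110 fluorescence, excitation 480 nm, emission 540 nm / Times: compound with Apaf-1, dATP, procaspase-3 30 min, then 50 min reaction, room temperature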
TIM10 inh = growth inhibitors of TIM10 yeast strain; S. cerevisiae TIM10 strain growth, BacTiter-Glo luminescence, 24 h; inhibition, % at 10 µM; 330,000 compounds, 1.4% hits;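 active means inhibition of 40% or more at the single tested concentration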;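 further: wild-type TIM10 isogenic control strain grown at permissive 25 °C; 0% = DMSO yeast wells and 100% = minimal medium wells without yeast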
mIAP inh = blocks mouse intestinal alkaline phosphatase. 330,000 compounds, 0.2% hits. AID 2806. inhibition, % at 10 µM. purified mouse IAP, CDP-Star luminescence, 30 min;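 active means inhibition of at least 40% at 10 µM in the primary screen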;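 further: plate controls were DMSO with enzyme for no effect and no enzyme wells for full effect; values of inactives mirror those of a sister screen read the other way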
mIAP act = increases mouse intestinal alkaline phosphatase activity; activation factor at 10 µM; muIAP, CDP-Star luminescence, 30 min; stronger effect = higher value; 1 = vehicle-only enzyme signal, 0 = enzyme-free wells; 330,000 compounds, 0.24% hits; AID 2805;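 active means activation factor of at least 2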; further: the source names both 10 and 20 µM as test concentration; values of inactives mirror those of a sister screen read the other way
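Assay system: mouse IAP enzyme; reagent: chemiluminescent substrate CDP-Star; dosing: test compounds delivered from DMSO solution; schedule: 30 min at room temperature; measured by: luminescence from enzymatic CDP-Star hydrolysis; controls: DMSO-only wells and no-enzyme negative control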
NALP3 yeast inh = blocks the NALP3 inflammasome reconstituted in yeast. 330,000 compounds, 0.39% hits. inhibition, % at 10 µM. Yeast reconstituted NLRP3/ASC/caspase-1, beta-gal luminescence, 24 h;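 active means inhibition of 50% or more; inactive means inhibition below 50%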;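 further: plate controls were induced DMSO wells for no effect and uninduced yeast grown without galactose for full effect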
hIAP act = human IAP activation; purified human IAP, CDP-Star luminescence, 30 min; stronger effect = higher value; 1 = vehicle-only enzyme, 0 = enzyme-free background; activation factor at 10 µM; 330,000 compounds, 0.16% hits; AID 2524;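 active means activation factor of the enzyme at least 2-fold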; further: the source names both 10 and 20 µM as test concentration; values of inactives mirror those of a sister screen read the other way
ATG4B inhibitor = inhibitors of human ATG4B cysteine protease; inhibition, % at 8.33 µM; ATG4B cleavage of LC3-PLA2, NBD-HPC fluorescence, 1 h; Q9Y4P1; 340,000 compounds, 0.51% hits; in the data active means inhibition above about 40%
Target sequence (Q9Y4P1 whole entry, looked up): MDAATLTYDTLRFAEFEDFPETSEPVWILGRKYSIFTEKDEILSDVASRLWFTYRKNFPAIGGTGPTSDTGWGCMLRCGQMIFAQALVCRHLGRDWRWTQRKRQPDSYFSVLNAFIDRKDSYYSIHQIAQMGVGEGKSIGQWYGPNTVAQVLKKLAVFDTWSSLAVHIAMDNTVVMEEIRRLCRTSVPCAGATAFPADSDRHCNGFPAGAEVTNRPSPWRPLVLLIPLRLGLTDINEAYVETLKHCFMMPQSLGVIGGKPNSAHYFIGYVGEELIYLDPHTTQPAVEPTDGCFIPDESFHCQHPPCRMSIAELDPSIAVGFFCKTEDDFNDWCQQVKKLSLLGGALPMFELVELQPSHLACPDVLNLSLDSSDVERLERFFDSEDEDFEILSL
tim10-1 inh = inhibits growth of tim10-1 mutant yeast; 330,000 compounds, 2.2% hits; S. cerevisiae tim10-1 ts strain growth, BacTiter-Glo, 24 h; AID 463190; inhibition, % at 20 µM;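 active means inhibition of at least 40%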;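 further: mutant grown at 25 °C; 0% = DMSO wells with yeast and 100% = wells holding no yeast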
An asterisk follows results filed as active.

no. | Compound | NALP3 yeast inh | tim10-1 inh | ATG4B inhibitor | hIAP act | TIM10 inh
1 | CS(=O)(=O)N1CCc2cc(S(=O)(=O)N3CCN(Cc4ccc5c(c4)OCO5)CC3)ccc21 | 13 | 15 | -7 | 1 | 5
2 | Cc1nn(C)c(Cl)c1CN1CCCC(C(=O)Nc2ccc(-c3cscn3)cc2)C1 (centres undefined) | -3 | 16 | 1 | 1.2 | 6
3 | CC1=CC(C2CC(=O)N(c3ccc(C)cc3)C2=O)CC2C(=O)N(c3ccc(C)cc3)C(=O)C12 (centres undefined) | 4 | 20 | -2 | 1.1 | 22
4 | O=C1NC(=O)/C(=C\c2ccc(OCc3ccccc3)cc2)S1 | 7 | 10 | 8 | 1.1 | 7
5 | O=C(CSCCN1C(=O)c2ccccc2C1=O)Nc1ccc2ccccc2c1 | 33 | -40 | -13 | 0.91 | -2
6 | CCOc1ccccc1NC(=S)NCc1cccn1C | 6 | 5 | 2 | 0.96 | 9
7 | CN(C(=O)COC(=O)/C=C/c1ccc2ccccc2n1)C1CCS(=O)(=O)C1 (centres undefined) | 15 | 13 | -12 | 0.95 | 13
8 | Cc1ccccc1N1CCN(C2CCCN(C(=O)c3ccc(Cl)s3)C2)CC1 (centres undefined) | 29 | 23 | 9 | 0.76 | 13
9 | CCCCCCCNC(=O)C1(CC2CC(c3cccc(Br)c3)=NO2)CCN(C(=O)OC(C)(C)C)CC1 (centres undefined) | 11 | 10 | 0 | 1 | 8
10 | Cc1ccc(-c2nc(C(Cl)Cl)c3ccccc3n2)cc1 | -10 | -8 | -3 | 0.8 | -30
11 | COC(=O)c1cc(-c2ccccc2)n(CC(=O)O)c1C | 9 | 16 | 11 | 0.87 | 1
12 | Cc1noc(C)c1C(=O)N1CCN(c2ccccc2O)CC1 | 15 | -4 | -2 | 1.1 | 0

no. | hIAP block | mIAP act | Apaf1 inhib | mIAP inh
1 | -2 | 0.87 | 9 | 13
2 | -25 | 1.1 | 14 | -6
3 | -5 | 1 | -1 | 0
4 | -7 | 0.96 | 12 | 4
5 | 9 | 0.93 | 3 | 7
6 | 4 | 0.97 | -9 | 3
7 | 5 | 0.97 | 0 | 3
8 | 24 | 1 | 5 | -2
9 | -3 | 0.94 | 10 | 6
10 | 20 | 0.9 | -14 | 10
11 | 13 | 1.1 | -6 | -8
12 | -6 | 1.1 | -10 | -9

(further entries)
no. | Compound | NALP3 yeast inh | tim10-1 inh | ATG4B inhibitor | hIAP act | TIM10 inh
13 | COc1cccc(NC(=O)c2ccc3c(c2)CCN3S(C)(=O)=O)c1 | 11 | 9 | -1 | 0.85 | 8
14 | CCC(C)(C)NC(=O)CN(C(=O)C(=O)Nc1ccc2c(c1)OCCO2)C1CC1 | 8 | 2 | -1 | 0.98 | 9
15 | COc1ccc2c(c1)[C@H]1[C@H](CO2)[C@H](c2ccccc2)[C@]2(C)C(=O)N[C@H](C)C(=O)N12 | 7 | -4 | -1 | 1 | -6
16 | COc1cccc(CC(NC(C)=O)C(=O)NC2CCN(c3c(Cc4ccccc4)c(C)nc4ncnn34)CC2)c1OC (centres undefined) | 10 | 18 | -8 | 0.94 | 18
17 | CC(C)CC(=O)c1c[nH]c(C(=O)NCc2ccc(F)cc2)c1 | 1 | -20 | 5 | 0.94 | 7
18 | Cc1ccc2c(CSc3nc4nc(C)cc(C)n4n3)cc(=O)oc2c1 | 1 | 9 | -2 | 1.1 | 7
19 | O=C(O)Cc1ccc(NS(=O)(=O)c2ccccc2Cl)cc1 | 4 | 6 | -1 | 1.1 | 0
20 | COc1ccc(S(=O)(=O)Nc2ncccn2)cc1 | 24 | -11 | 1 | 0.9 | -4
21 | CCn1c(SCC(=O)NC2(C#N)CCCCC2)nc2ccccc2c1=O | 14 | 4 | -6 | 0.92 | -3
22 | C=CCn1c(O)c(C=Nc2ccc(CN3CCCCC3)cc2)c(=O)[nH]c1=S | 9 | -4 | 5 | 1 | -15
23 | Cc1nnc(SCC(=O)Nc2ncc3c(n2)CC(C)(C)CC3=O)s1 | -9 | 9 | 2 | 0.96 | 9
24 | CN(C(=O)CN1C(=O)/C(=C/c2ccccc2F)SC1=S)C1CCS(=O)(=O)C1 (centres undefined) | 3 | -3 | 5 | 1.6 | -13

no. | hIAP block | mIAP act | Apaf1 inhib | mIAP inh
13 | 14 | 1 | 3 | -4
14 | 2 | 1 | 9 | -4
15 | -4 | 1 | -4 | -2
16 | 6 | 0.99 | 5 | 1
17 | 6 | 1.1 | 8 | -11
18 | -7 | 0.96 | -2 | 4
19 | -7 | 0.95 | 8 | 5
20 | 10 | 0.93 | -7 | 7
21 | 8 | 1 | 3 | -5
22 | 0 | 0.9 | -5 | 10
23 | 4 | 0.92 | 1 | 8
24 | -58 | 0.94 | 12 | 6

Following part
no. | Compound | NALP3 yeast inh | tim10-1 inh | ATG4B inhibitor | hIAP act | TIM10 inh
25 | CN1C(=O)N(C)C2(C)CC1(C)N(C)C(=O)N2C | 5 | -4 | -6 | 1.1 | 9
26 | O=C(Cn1c(=O)oc2cc(S(=O)(=O)N3CCc4ccccc43)ccc21)N1CCCCC1 | 6 | 0 | -6 | 0.85 | 11
27 | Cc1ccnc(NC(=O)C2CCN(S(=O)(=O)c3ccc(C)c(C)c3)CC2)c1 | 36 | 21 | -2 | 0.91 | 5
28 | CCCN(CCC)C(=O)CC(c1ccccc1)c1ccc(C)cc1O (centres undefined) | 18 | 27 | 3 | 0.8 | 28
29 | O=C(N/N=C/c1cccnc1)c1cc(Br)ccc1O | -10 | -11 | -3 | 0.98 | 3
30 | O=C(CN1C(=O)NC2(CCCC2)C1=O)NNC(=O)c1ccc(F)cc1 | 0 | -1 | 0 | 1.2 | 10
31 | COCCn1c(SCC(=O)Nc2cccc(OC)c2)nnc1-c1ccc(Cl)cc1 | 14 | 15 | -7 | 1.1 | 26
32 | CCCN(Cc1nnc(-c2cccs2)o1)C(=O)c1cc(S(=O)(=O)N2CCOCC2)ccc1C | 11 | 11 | -61 | 0.98 | 9
33 | CCOc1c(CNCc2ccc(C(=O)O)cc2)cccc1OC | -1 | -10 | -1 | 0.93 | -4
34 | COc1ccccc1NC(=O)CN(Cc1ccco1)C(=O)c1ccc(=O)[nH]c1 | 4 | -7 | 1 | 1 | -7
35 | CCCC(=O)Nc1nc2c(s1)COc1ccccc1-2 | 28 | 35 | -9 | 1 | 11
36 | CN(C(=O)COC(=O)c1c2c(nc3ccccc13)/C(=C/c1cccc([N+](=O)[O-])c1)CCC2)C1CCS(=O)(=O)C1 (centres undefined) | 14 | 22 | -16 | 0.89 | 3

no. | hIAP block | mIAP act | Apaf1 inhib | mIAP inh
25 | -10 | 1 | -1 | -4
26 | 15 | 0.91 | 3 | 9
27 | 9 | 0.98 | 10 | 2
28 | 20 | 0.94 | 14 | 6
29 | 2 | 0.95 | 1 | 5
30 | -16 | 0.94 | 2 | 6
31 | -5 | 0.93 | -9 | 7
32 | 2 | 0.9 | 7 | 10
33 | 7 | 0.96 | 2 | 4
34 | 0 | 0.93 | -10 | 7
35 | -4 | 1.1 | 20 | -9
36 | 11 | 0.86 | 28 | 14

One compound at a time (already shown). Values in the order: NALP3 yeast inh | tim10-1 inh | ATG4B inhibitor | hIAP act | TIM10 inh | hIAP block | mIAP act | Apaf1 inhib | mIAP inh
Profile of COc1ccccc1NC(=O)CN(Cc1ccco1)C(=O)c1ccc(=O)[nH]c1 → 4 | -7 | 1 | 1 | -7 | 0 | 0.93 | -10 | 7
Profile of O=C(N/N=C/c1cccnc1)c1cc(Br)ccc1O → -10 | -11 | -3 | 0.98 | 3 | 2 | 0.95 | 1 | 5

Random excerpt: five entries already listed.
no. | Compound | NALP3 yeast inh | tim10-1 inh | ATG4B inhibitor | hIAP act | TIM10 inh
30 | O=C(CN1C(=O)NC2(CCCC2)C1=O)NNC(=O)c1ccc(F)cc1 | 0 | -1 | 0 | 1.2 | 10
27 | Cc1ccnc(NC(=O)C2CCN(S(=O)(=O)c3ccc(C)c(C)c3)CC2)c1 | 36 | 21 | -2 | 0.91 | 5
34 | COc1ccccc1NC(=O)CN(Cc1ccco1)C(=O)c1ccc(=O)[nH]c1 | 4 | -7 | 1 | 1 | -7
33 | CCOc1c(CNCc2ccc(C(=O)O)cc2)cccc1OC | -1 | -10 | -1 | 0.93 | -4
35 | CCCC(=O)Nc1nc2c(s1)COc1ccccc1-2 | 28 | 35 | -9 | 1 | 11

no. | hIAP block | mIAP act | Apaf1 inhib | mIAP inh
30 | -16 | 0.94 | 2 | 6
27 | 9 | 0.98 | 10 | 2
34 | 0 | 0.93 | -10 | 7
33 | 7 | 0.96 | 2 | 4
35 | -4 | 1.1 | 20 | -9

Later entries:
no. | Compound | NALP3 yeast inh | tim10-1 inh | ATG4B inhibitor | hIAP act | TIM10 inh
37 | O=C(N/N=C/c1cccc([N+](=O)[O-])c1)C1CC(=O)N(c2ccc(Br)cc2)C1 (centres undefined) | 4 | 17 | -11 | 0.9 | 13
38 | COC(=O)c1cc(-c2cccc([N+](=O)[O-])c2)c2c(=O)[nH]c(=O)n(C)c2n1 | 15 | -43 | 2 | 1.1 | -14
39 | O=C(COC(=O)CN1C(=O)C(=O)c2ccccc21)OCN1C(=O)c2ccccc2C1=O | 9 | 9 | -2 | 0.88 | 48*
40 | CC1CCCCC1NC(=O)COC(=O)c1cc(=O)c2ccccc2o1 (centres undefined) | 4 | 4 | -10 | 1.1 | 4
41 | O=C(CCC1CCCN(C(=O)CCN2CCCCC2=O)C1)NCc1ccccc1F (centres undefined) | -3 | 8 | 6 | 1.1 | -8
42 | COCCn1c(SCC(=O)Nc2ccc(OC)c(S(N)(=O)=O)c2)nc2ccccc2c1=O | -8 | 5 | -4 | 0.98 | 13
43 | Brc1cccc(CNCC2CCCO2)c1 (centres undefined) | 12 | 3 | -5 | 1 | -4
44 | O=c1c2ccccc2nc(CSc2nnnn2-c2ccccc2)n1-c1cccc(C(F)(F)F)c1 | 10 | -7 | -2 | 0.89 | -12
45 | CC12CCC(C(=O)Nc3ccccc3N3CCOCC3)(CC1=O)C2(C)C (centres undefined) | 10 | 11 | -7 | 0.96 | 19
46 | Cc1ccc(N(C(=O)CNC(=O)c2ccco2)C(C(=O)NC2CCCCC2)c2cccnc2)cc1F (centres undefined) | 9 | 7 | 1 | 0.81 | 8
47 | CCO/C=N/c1c(C#N)c(CC#N)nn1-c1ccccc1 | 5 | 14 | -2 | 0.92 | -6
48 | COc1ccc(S(=O)(=O)Cc2ccc(C(=O)NCc3ccccc3)o2)cc1 | -5 | 6 | 3 | 1 | -5
49 | Cc1nn(-c2ccccc2)c2nc(C(Cl)(Cl)Cl)[nH]c(=O)c12 | -11 | 25 | 2 | 0.92 | 33
50 | Cn1ccnc1SCCNC(=O)C1CCC(=O)N(Cc2ccc(Cl)cc2)C1 (centres undefined) | 2 | 0 | 10 | 1 | -3

no. | hIAP block | mIAP act | Apaf1 inhib | mIAP inh
37 | 10 | 0.87 | 20 | 13
38 | -7 | 0.99 | 9 | 1
39 | 12 | 0.94 | 3 | 6
40 | -8 | 0.96 | -5 | 4
41 | -7 | 0.97 | 3 | 3
42 | 2 | 1.1 | -21 | -10
43 | -4 | 1.1 | 2 | -11
44 | 11 | 1.1 | -4 | -7
45 | 4 | 0.97 | -1 | 2
46 | 19 | 0.92 | 10 | 8
47 | 8 | 1.1 | -12 | -6
48 | -2 | 1.1 | -2 | -5
49 | 8 | 0.92 | -10 | 8
50 | -2 | 1 | -1 | -3

Assay outcomes from PubChem BioAssay.
